HIV fusion peptide: inhibitors of HIV fusion peptide binding, primary screen, biochemical, uHTS, fluorescence dequenching (AID 1986). cell-free peptide binding, fluorescence dequenching, 30 min; higher % means a stronger effect. one-dose inhibition, % at 20 µM; IC50 in µM for titrated hits. 290,000 tested, 0.3% active; in the data active = inhibition mostly above about 52%, no sharp cut-off; inactive = mostly below about 76%; note: some results filed as inactive read as strong as hits
NOD2 inhibition: inhibition of NOD2-driven NF-kB reporter – cell-based, luminescence, uHTS, HEK293 (AID 1566) | inhibition, % at 4 µM, or EC50 in µM where a hit was titrated | 290,000 tested, 0.63% active | HEK293 NOD2/NF-kB luciferase reporter, luminescence; higher % means a stronger effect; note: many of its hits are not listed in these tables
Salmonella PhoP GFP: PhoP-dependent GFP reporter repression – Salmonella Typhimurium, primary screen (AID 1863). inhibition, % at 50 µM; hits with a dose series show IC50 in µM. 300,000 tested, 0.16% active. S. Typhimurium PhoP-regulated promoter GFP reporter, 4 h; higher % means a stronger effect;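 active = inhibition over 29.93%, a cutoff 3 SD above the screen mean, later confirmed by dose response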;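 note: 0% = low Mg2+ inducing control and 100% = high Mg2+ repressing control; strong numbers were not always called active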
Myeloid diff MLP: promotes myeloid progenitor differentiation; 360,000 tested, 1% active; calls only at 10 µM; ER-HoxA9 myeloid progenitors, lysozyme-GFP differentiation, flow cytometry;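 active = normalized GFP-positive differentiation at or above the plate's own cutoff, the solvent-only control mean plus 3 SD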;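 note: cells exposed to compound for four days before flow analysis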
Siah-1 displacement: Siah-1 peptide-binding antagonists, primary screen, biochemical, fluorescence polarization, rhodamine-plectin, uHTS (AID 1817) | Siah-1 / rhodamine-plectin peptide fluorescence polarization; higher % means a stronger effect | one-dose displacement, % at 20 µM; IC50 in µM for titrated hits | 290,000 tested, 0.02% active;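 active = displacement of at least 50% at 20 µM, with a fluorescence ratio check between 0.3 and a set limit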;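 note: plate controls were Siah plus tracer with DMSO for no effect and tracer alone without Siah for full effect; strong numbers were not always called active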
LYP inhibition: inhibitors of LYP phosphatase, biochemical, fluorescence intensity, uHTS (AID 1779) | recombinant LYP phosphatase, fluorescence intensity; higher % means a stronger effect | one-dose inhibition, % at 11.5 µM; IC50 in µM for titrated hits | 290,000 tested, 0.054% active;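 note: plate controls were vehicle with enzyme for no effect and no enzyme for full effect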
NOD1 NF-kB reporter: inhibition of NOD1-driven NF-kB reporter – cell-based, luminescence, uHTS, primary screen (AID 1578). NOD1-driven NF-kB luciferase reporter cells, luminescence; higher % means a stronger effect. one-dose inhibition, % at 4 µM; EC50 in µM for titrated hits. 290,000 tested, 1% active; in the data active = inhibition mostly above about 36%, no sharp cut-off; inactive = mostly below about 34%;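 note: HEK-293T reporter cells stimulated with the NOD1 agonist gamma-tri-DAP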
KOR beta-arrestin-1: KOR agonists, beta-arrestin recruitment, primary screen, cell-based, luminescence, uHTS (AID 1777). KOR beta-arrestin recruitment, luminescence; higher % means a stronger effect. one-dose activation, % at 10 µM; EC50 in µM for titrated hits. 280,000 tested, 0.02% active; in the data active = activation above about 50%, passing the limit was not always enough; note: a part of the inactive calls stands beside numbers as strong as those of hits
KOR beta-arrestin-2: KOR antagonists, beta-arrestin recruitment, cell-based, luminescence, uHTS (AID 1778) | KOR beta-arrestin recruitment, luminescence, antagonist mode; higher % means a stronger effect | inhibition, % at 10 µM; hits with a dose series show IC50 in µM | 290,000 tested, 0.091% active; note: strong numbers were not always called active
Myeloid diff MLP GFP+ MAC1+ %: recorded beside Myeloid diff MLP, whose call it bears; GFP+ MAC1+ double positive, %; measured here: differentiation confirmed by MAC1 staining
Starred values were filed as active, the others as inactive; i = inactive; . = no result given; + = active, no number; [ ] = remark or other dose. Cut-off read from the data, not from the text of the source, unless noted: active = inhibition above about 50%; inactive = the rest.

Below each SMILES: LYP inhibition, HIV fusion peptide, KOR beta-arrestin-1, NOD1 NF-kB reporter, Salmonella PhoP GFP, KOR beta-arrestin-2, Myeloid diff MLP, Myeloid diff MLP GFP+ MAC1+ %, NOD2 inhibition, Siah-1 displacement
> Cc1ccccc1N1C(=O)NC(=O)/C(=C\c2cc(Br)c(N3CCOCC3)o2)C1=O
→ 7%, 147%, 0.2%, 32%, -23%, 22%, i, 0.5, -1%, 2%
> NC(=O)C1(N2CCCCC2)CCN(Cc2ccccc2)CC1
→ -8%, -1.8%, -2.4%, 0%, 3%, 5%, i, 1.3, -12%, -6%
> N=C1c2ccccc2CN1NC(=O)c1ccc(Br)cc1
→ -6%, -0.7%, 7.9%, -5%, -5%, -1%, i, 0.5, 8%, 5%
> FC(F)(F)c1cnc(NNC(=S)Nc2ccccc2Cl)c(Cl)c1
→ -3%, 3.3%, -8.1%, 6.1µM*, -1%, -3%, i, 0.9, 11µM*, -3%
> N=C1c2ccccc2CN1CC(=O)c1ccccc1
→ -7%, 0.2%, -1.8%, -46%, 19%, 17%, i, 0.6, -94%, 3%
> Nc1ccccc1-[n+]1c(-c2ccccc2)cc(-c2ccccc2)cc1-c1ccccc1
→ -1%, -1.5%, -1.7%, -5%, -1%, -4%, i, 0.3, -8%, -10%
> O=C(C1CCN(S(=O)(=O)c2ccccc2)CC1)N1CCC2(CC1)OCCO2
→ -7%, -1.1%, 3.2%, -21%, -8%, -37%, i, 1.4, 14%, 1%
> Cc1ccc(NC2=NCCCS2)cc1Cl
→ -4%, 1.6%, -3.1%, -14%, 0%, -16%, i, 0.2, -24%, 7%
> CCC(=NCCCn1ccnc1)c1c(O)n(Cc2ccccc2)c(=O)[nH]c1=O
→ -3%, -2.3%, -9.0%, 6%, -2%, ., i, 0.5, -8%, -5%
> CNC(=O)Oc1ccc(-c2cn3cc(Cl)ccc3n2)cc1
→ -2%, 0.1%, 4.6%, -40%, 6%, 38%, i, 0.4, -120%, 12%
> CCCc1c(C)nc(-c2ccc(C)cc2)nc1OC(=O)N(C)C
→ -2%, -0.6%, 8.7%, -5%, -1%, 4%, i, 0.6, 4%, 11%
> O=P(C(=Nc1ccc(Cl)cc1)N1CCOCC1)(N1CCOCC1)N1CCOCC1
→ -4%, 3.3%, 3.0%, -44%, 3%, 36%, i, 0.3, 1%, 21%
> C=CCn1c(O)c(C(CC)=NCCc2ccccc2)c(=O)[nH]c1=O
→ -7%, 1.6%, -1.3%, -24%, -6%, 2%, i, 2.7, 17%, 4%
> O=C(c1cc2c(s1)CCCCCC2)N1CCC2(CC1)OCCO2
→ -6%, -2.7%, 1.6%, -16%, 7%, 16%, i, 7.7, 6%, 0%
> CC1CCCCN1Cc1ccc(Cl)nc1 (centres undefined)
→ -1%, -0.3%, 2.5%, -28%, -11%, -35%, i, 0.3, 4%, 0%
> CCCCN1C(=O)/C(=C/c2ccc(N3CCCCCC3)cc2)C(=O)NC1=S
→ 5%, 48%, -2.6%, 11%, -8%, -13%, ., ., -5%, -5%
> Fc1cccc(CNCCc2c[nH]c3ccccc23)c1
→ -10%, -0.5%, -3.6%, -27%, 1%, -14%, i, 0.4, -14%, 3%
> CN(C)/C=C/C(=O)C(Cl)(Cl)Cl
→ 0%, -1.5%, -2.3%, -15%, 2%, -41%, i, 0.1, 6%, 4%
> CNC(=O)Nc1ccc(C(O)(C(=O)OC)C(F)(F)F)cc1 (centres undefined)
→ -4%, 0.9%, 1.2%, -5%, 0%, 20%, i, 0.3, 3%, 0%
> CCCCCn1c(=O)c(C(=O)Nc2ccccc2N)c(O)c2ccccc21
→ -1%, 0.6%, 5.3%, -27%, -8%, -40%[20 µM], i, 0.6, 13%, 1%
> CCN1CCC2(CC1)NC(CO)(CO)CO2
→ -5%, -1.3%, -1.0%, 13%, -10%, -15%, i, 0.9, 9%, 2%
> C=CCNC(=S)Nc1ccc(OC(=O)Nc2ccc(Cl)c(Cl)c2)cc1
→ -5%, -1.6%, 3.7%, -10%, -11%, -13%, i, 0.7, -5%, 2%
> Cc1cc(N2CCCC2)ccc1C=C(C#N)C#N
→ -2%, 80%*, 2.1%, -25%, 11%, -20%, +, 3.7*, 3%, 0%
> C#CCN1CCN(c2ccc(F)cc2)CC1
→ -9%, -0.4%, 2.6%, -16%, -7%, -10%[20 µM], i, 1.6, 15%, 1%
> O=c1[nH]c(=O)n(C2CCCCCC2)c(O)c1C=NCc1cccnc1
→ -12%, -0.1%, -0.8%, 10%, 0%, 35%, i, 0.8, 18%, -2%
> O=C(Nc1ccc(F)cc1)c1c(O)c2c(n(Cc3ccccc3)c1=O)CCCC2
→ -7%, 0.3%, 3.4%, 18%, 5%, -32%, i, 1.2, 28%, -12%
> CCOC(=O)c1cc(CC)sc1/N=C/C1C(=O)NC(=S)NC1=O
→ -2%, 31%, -3.9%, -14%, 1%, -1%, i, 1.3, 11%, 1%
> Cc1cccc(NC(=O)N2C[C@H]3C[C@@H](C2)c2cccc(=O)n2C3)c1
→ -8%, 1.6%, -3.9%, -20%, 4%, 8%[20 µM], i, 0.5, 8%, -1%
> COc1ccc(Cc2c(O)[nH]c(=S)[nH]c2=O)cc1
→ -3%, 5.8%, 5.9%, 25%, -2%, -7%, i, 0.4, 14%, 5%
> COc1ccccc1-n1c(-c2ccccc2)nc2ccccc2c1=O
→ -2%, 0.9%, -2.1%, 3%, ., -41%[20 µM], i, 0.9, 8%, 1%

Profiles from above:
Entry for COc1ccc(Cc2c(O)[nH]c(=S)[nH]c2=O)cc1 : LYP inhibition = -3%; HIV fusion peptide = 5.8%; KOR beta-arrestin-1 = 5.9%; NOD1 NF-kB reporter = 25%; Salmonella PhoP GFP = -2%; KOR beta-arrestin-2 = -7%; Myeloid diff MLP = i; Myeloid diff MLP GFP+ MAC1+ % = 0.4; NOD2 inhibition = 14%; Siah-1 displacement = 5%
Entry for NC(=O)C1(N2CCCCC2)CCN(Cc2ccccc2)CC1 : LYP inhibition = -8%; HIV fusion peptide = -1.8%; KOR beta-arrestin-1 = -2.4%; NOD1 NF-kB reporter = 0%; Salmonella PhoP GFP = 3%; KOR beta-arrestin-2 = 5%; Myeloid diff MLP = i; Myeloid diff MLP GFP+ MAC1+ % = 1.3; NOD2 inhibition = -12%; Siah-1 displacement = -6%

The main list resumes; the 2 compounds before the break are reprinted first.
Below each SMILES: LYP inhibition, HIV fusion peptide, KOR beta-arrestin-1, NOD1 NF-kB reporter, Salmonella PhoP GFP, KOR beta-arrestin-2, Myeloid diff MLP, Myeloid diff MLP GFP+ MAC1+ %, NOD2 inhibition, Siah-1 displacement
> COc1ccc(Cc2c(O)[nH]c(=S)[nH]c2=O)cc1
→ -3%, 5.8%, 5.9%, 25%, -2%, -7%, i, 0.4, 14%, 5%
> COc1ccccc1-n1c(-c2ccccc2)nc2ccccc2c1=O
→ -2%, 0.9%, -2.1%, 3%, ., -41%[20 µM], i, 0.9, 8%, 1%
> Fc1cccc(CN2CCN(c3ccc(Cl)cc3)CC2)c1
→ -2%, 0.9%, 0.5%, -10%, -3%, 14%, i, 0.3, -20%, 2%
> CN1C(=O)C(=Cc2ccc(OCCN(C)c3ccccn3)cc2)C(=O)N(C)C1=O
→ -7%, 1.1%, -6.5%, -13%, 10%, 28%, i, 0.5, -3%, -2%
> Cc1ccccc1N1C(=O)NC(=O)/C(=C\c2ccc3c(c2)CCCN3Cc2ccccc2)C1=O
→ 0%, 16%, 2.3%, 59%, -4%, 14%, i, 0.6, 19%, -3%
> O=c1[nH]c(=S)n(C2CC2)c(O)c1/C=N/N1CCOCC1
→ -7%, 3.4%, -1.1%, 9%, -6%, 10%, i, 0.7, 14%, 4%
> O=C(c1ccccc1)C1CCCN(Cc2nc(-c3cnccn3)no2)C1 (centres undefined)
→ -1%, -1.3%, -12%, -12%, 5%, -13%[20 µM], i, 0.6, 17%, 0%
> CCOc1ccc2nc(N=Nc3c(O)[nH]c(=S)[nH]c3=O)sc2c1
→ 11%, 27%, 2.6%, -34%, -7%, 20%, i, 0.4, -5%, -4%
> C#CCOCOCC#CCN(CC)CC
→ -3%, -4.0%, -3.0%, ., 18%, 0%, i, 0.5, 12%, -3%
> CC(C)NS(=O)(=O)c1ccc(OCC(=O)N2CCN(Cc3ccccc3)CC2)c(Cl)c1
→ 3%, 0.3%, 4.1%, -22%, 12%, 46%, i, 0.2, 0%, -1%
> O=C(CCCn1c(=O)[nH]c2cc(Cl)ccc2c1=O)N1CCC2(CC1)OCCO2
→ 4%, 3.9%, 4.4%, -26%, 6%, 21%, i, 0.0, -9%, -4%
> CC(C)N1CC=C(c2c[nH]c3ccccc23)CC1
→ -9%, -1.5%, 3.8%, -15%, -12%, -21%, +, 7.1*, 9%, 0%
> CCC(=NCCc1ccccc1)c1c(O)[nH]c(=O)[nH]c1=O
→ -4%, 1.1%, 1.3%, -9%, -1%, 21%, i, 0.7, -3%, 11%
> c1ccc(C2=NP(N3CCOCC3)(N3CCOCC3)=NC(N3CCOCC3)=N2)cc1
→ -4%, -0.6%, 2.3%, -4%, -4%, 38%, ., ., 8%, 1%
> COc1ccc(CNCCc2c(C)[nH]c3ccc(OC(F)(F)F)cc23)c(OC)c1
→ -10%, -0.4%, -2.8%, 6%, 10%, -16%, i, 1.7, 58%*, 4%
> c1ccc(-c2nnc(C3CC(c4cccnc4)=NO3)o2)cc1 (centres undefined)
→ -7%, -0.9%, 0.2%, -2%, 3%, 34%, i, 2.1, -14%, 1%
> COc1cc2[nH]c(=S)n(-c3ccccc3)c(=O)c2cc1OC
→ -5%, 0.2%, -3.9%, -14%, -11%, 3%[20 µM], i, 0.1, 8%, 3%
> CCCNc1oc(-c2cccc3ccccc23)nc1C#N
→ -7%, 1.8%, 22%, -44%, 8%, 20%, i, 7.6, -56%, 2%
> C/C(=N\NC(=O)c1ccccc1)c1c(O)n(C2CCCCC2)c(=O)[nH]c1=O
→ -3%, 3.2%, -3.5%, -27%, -11%, -6%, i, 1.1, 21%, 1%
> O=c1[nH]c(O)c(C=Nc2ccc(Cl)c(C(F)(F)F)c2)c(=O)[nH]1
→ -10%, 9.8%, -4.0%, -24%, -2%, -12%[20 µM], ., ., 4%, 1%
> COc1ccc(OC)c(NC(=O)N2C[C@H]3C[C@@H](C2)c2cccc(=O)n2C3)c1
→ -3%, -1.3%, -2.0%, -18%, -2%, -45%[20 µM], i, 2.4, 5%, 13%
> CC12CCC(=O)C=C1CCC1C2CCC2(C)C(O)CCC12 (centres undefined)
→ -8%, -2.3%, 14%, 14%, -1%, 20%, i, 4.2, 10%, 0%
> CC1CN=C(Nc2ccc(F)c(Cl)c2)S1 (centres undefined)
→ -7%, -1.0%, -0.7%, 4%, 12%, 13%, i, 0.3, -23%, -5%

Source: PubChem BioAssay

Not all compounds are listed (hit frequency here may not be typical).
